Vif imaging: HIV Vif inhibition. hit rate 0.35% among 340,000. inhibition, % at 7.49 µM. HEK293T cells, Vif self-association by quenched fluorescence, imaging, 24 h; in the data active means inhibition above about 50%, passing the limit was not always enough; further: some results filed as inactive read as strong as hits
HTR2A ag: mouse HTR2A agonism via beta-arrestin recruitment. P35363. CHO-K1 mHTR2A beta-arrestin complementation, luminescence; percent of 30 µM serotonin response. activation, % at 7.6 µM. hit rate 0.66% among 360,000;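 active means activation above a run cutoff, the mean activation of all tested compounds plus 3 SD, cut at about 14% in these data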;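 further: 0% = plate median of compound wells and 100% = 30 µM serotonin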
N-glyco inh: N-linked glycosylation inhibition; AID 588692; reporter increase, % at 12.5 µM; hit rate 0.23% among 360,000; D54 ERlucT glycosylation luciferase reporter, 24 h; percent of 100 nM tunicamycin response;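 active means mean luciferase reporter signal, scaled so untreated is 0 and the glycosylation-blocking control 100, at or above a set limit in every replicate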;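 further: luciferase carries N-glycosylation sites so blocking glycosylation raises the light; 0% = median of neutral control wells and 100% = median of 100 nM tunicamycin wells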
Cardio protect: protects H9c2 cardiomyocytes from peroxide injury. H2O2 injury protection, ATPLite, 2 h. protection from H2O2 cell death, % at 20 µM. hit rate 0.63% among 360,000;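 active means compounds giving at least 50% protection of heart cells from peroxide-induced death in the single-dose screen, raw or plate-pattern-corrected value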;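 further: 0% = DMSO wells with peroxide and 100% = DMSO wells without peroxide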
ABCB6 inh 2: inhibitors of human ABC transporter ABCB6. fluorescence ratio to DMSO, % at 10 µM. hit rate 0.19% among 360,000. K562-ABCB6 porphyrin accumulation, flow cytometry, 1 h; hits give low values;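 active means fluorescence ratio to DMSO below 75%, the collection mean minus 3 SD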;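 further: signal is porphyrin accumulated inside mitochondria; 100% equals median channel fluorescence of DMSO control wells; lower ratio means ABCB6 inhibition with less porphyrin fluorescence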
Target sequence (Q9NP58 whole entry, looked up): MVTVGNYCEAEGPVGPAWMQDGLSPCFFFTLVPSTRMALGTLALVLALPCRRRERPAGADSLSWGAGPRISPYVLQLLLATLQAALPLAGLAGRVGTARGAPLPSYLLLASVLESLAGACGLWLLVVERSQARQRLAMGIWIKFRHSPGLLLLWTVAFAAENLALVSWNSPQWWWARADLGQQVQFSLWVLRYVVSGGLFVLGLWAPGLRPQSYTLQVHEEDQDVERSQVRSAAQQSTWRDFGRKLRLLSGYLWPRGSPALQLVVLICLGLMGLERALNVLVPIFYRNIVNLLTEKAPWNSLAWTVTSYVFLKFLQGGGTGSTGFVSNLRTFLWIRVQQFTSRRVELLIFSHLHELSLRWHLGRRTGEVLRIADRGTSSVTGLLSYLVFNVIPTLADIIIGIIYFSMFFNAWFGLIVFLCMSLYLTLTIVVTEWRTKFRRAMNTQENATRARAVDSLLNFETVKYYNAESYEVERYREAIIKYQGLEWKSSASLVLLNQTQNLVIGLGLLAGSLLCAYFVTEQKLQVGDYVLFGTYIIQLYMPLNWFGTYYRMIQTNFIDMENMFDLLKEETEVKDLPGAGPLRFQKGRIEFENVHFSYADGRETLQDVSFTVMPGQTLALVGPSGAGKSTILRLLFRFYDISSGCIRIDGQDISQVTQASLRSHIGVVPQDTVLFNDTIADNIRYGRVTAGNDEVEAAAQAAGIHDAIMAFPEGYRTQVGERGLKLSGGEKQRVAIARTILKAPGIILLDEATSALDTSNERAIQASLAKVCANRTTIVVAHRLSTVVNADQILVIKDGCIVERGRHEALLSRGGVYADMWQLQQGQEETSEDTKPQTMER
hiPSC survival: hiPSC single-cell survival enhancement. survival enhancement, % at 20 µM. hit rate 0.044% among 360,000. ATPlite luminescence; 100% = ROCK inhibitor wells, 0% = DMSO; in the data active means survival enhancement above about 18%;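 further: cells exposed to compounds for 16 hours before the ATP read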
PDI inh: inhibitors of human protein disulfide isomerase. PDI insulin aggregation turbidity, A650, 90 min. inhibition, % at 10 µM. hit rate 0.052% among 350,000;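 active means mean inhibition across replicates of 30% or more, whatever share of single replicates reach that level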;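 further: absorbance from insulin aggregation driven by PDI reduction with DTT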
aDG glyco act: increases alpha dystroglycan glycosylation; Pro5-aDG cells, alpha-DG glycosylation AlphaScreen (IIH6); 0% Pro5, 100% B10-LARGE cell signal; activation, % at 10 µM; hit rate 0.22% among 360,000;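 active means activation of at least 8% versus controls, or a plate z-score of at least 8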;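 further: Pro5 are CHO cells carrying HIG-tagged alpha-DG that lacks glycosylation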
CaV13 FRET inh: Primary screen for inhibitors of IQ motif and Ca2+-dependent inactivation inhibitor domain binding in CACNA1D, Förster resonance energy transfer in living cells, …; HEK cells, CFP/YFP FRET ICDI-IQ, plate reader, 10 min; percent FRET-ratio fall versus neutral wells; inhibition, % at 12.3 µM; hit rate 0.098% among 340,000; AID 743397;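 active means mean replicate inhibition of at least 30% and at least 1% of replicates passing that level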;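 further: 0% = median of the neutral control wells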
Exocytosis inh: blocks lytic granule exocytosis; AID 651702; hit rate 0.66% among 360,000; TALL-104 LAMP-1 surface exposure, flow cytometry; cells stimulated with thapsigargin and PMA; inhibition, % at 10 µM;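 active means inhibition above about 55%, limit read from the data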
Numbers without * were called inactive; i = inactive; . = not tested or not shown. No enrichment for hits. Share with any hit: about 3.1%.

Results follow in this order: Vif imaging, HTR2A ag, Exocytosis inh, PDI inh, N-glyco inh, CaV13 FRET inh, ABCB6 inh 2, Cardio protect, aDG glyco act, hiPSC survival
O=C1NCCC12C(=O)Nc1ccccc12 (centres undefined)
    9.4, -2.4, 1.2, ., 2.7, ., 104.0, 0.5, -0.1, 1.2
O=C(COc1ccc2oc(-c3ccccc3)cc(=O)c2c1)NCc1ccco1
    ., 0.0, 1.3, -9.4, -0.6, ., 94.0, -11.5, 0.1, -1.9
Cc1ccc(CNC(=O)C(=O)NCCC2=CCCCC2)cc1
    -4.5, 2.2, -1.9, -4.0, -0.9, 0.8, 101.0, 6.3, 0.1, 1.9
CC(Oc1ccc([N+](=O)[O-])cc1)C(=O)NCCCN1CCOCC1 (centres undefined)
    -5.7, 12.5, -1.4, 6.1, 2.0, -6.6, 105.0, 2.1, -0.2, -0.4
CCOc1ncccc1C(=O)OCC(=O)Nc1ccc2c(c1)CCC2
    14.8, -2.1, 6.2, 11.6, -0.2, -3.7, 103.0, 8.7, -0.3, -0.9
Cc1ncccc1C(=O)N1CCCC(CNC(=O)c2ccc(-c3ccccc3)cc2)C1 (centres undefined)
    -2.4, -3.0, 1.2, -5.9, -0.1, -6.6, 101.0, -2.3, -0.1, -0.7
O=C(CCCC(=O)OCC(Cl)=C(Cl)Cl)Nc1ccccc1
    -3.1, 3.4, -3.4, 4.5, 0.2, -4.7, 102.0, 0.1, 0.0, -0.4
c1csc(CNc2ncnc3ccc(-c4ccoc4)cc23)c1
    -16.5, -10.1, -5.3, 2.1, -12.1, 10.9, 98.0, -3.8, 0.3, -0.4
COc1cc(Cl)c(C)cc1NC(=O)CSc1nnc(-c2cccnc2)n1Cc1ccco1
    4.7, 6.8, 0.9, -2.0, 0.2, -6.4, 96.0, 1.3, 0.6, -3.5
CN1C(=O)C2(c3ccccc31)N(C)CC(c1ccccn1)C21SC(=S)N(Cc2ccco2)C1=O (centres undefined)
    ., -4.1, 3.2, 13.8, ., -5.1, 86.0, -0.8, 0.7, -1.9
CN(CC(=O)Nc1ccc(Cl)c(Cl)c1)C1CCCCC1
    2.6, -1.4, 21.1, -6.6, 1.8, -22.3, 106.0, -4.5, 0.2, 0.3
COc1ccc(C2c3ccsc3CCN2C(C)=O)cc1 (centres undefined)
    3.8, 7.1, 17.8, 5.1, -1.1, -3.8, 103.0, -1.7, -0.1, -0.4
COCc1ccc(-c2c(-c3ccccc3OC)sc3cc4c(cc23)OCO4)cc1
    ., -3.5, -0.8, 1.6, -4.4, -9.6, 99.0, -10.5, -0.3, -0.2
CCOc1ccc(C(=O)CCC(=O)NCC(=O)OCc2ccccc2)cc1OCC
    -10.1, 10.0, -18.0, 1.8, 0.4, -4.8, 109.0, -0.8, 0.0, -0.5
CCN=c1scc(-c2ccc(F)cc2)n1/N=C/c1ccccn1
    4.2, 0.3, 9.2, 5.9, -11.3, -22.6, 86.0, -34.1, 1.7, -1.1
CC(=O)C(Sc1nccc(-c2cccs2)n1)C(C)=O
    -1.6, -0.9, -1.2, -3.0, 1.0, 0.6, 104.0, 3.4, -0.1, -0.2
COc1cccc(NC(=O)c2ccc(S(=O)(=O)NCc3cccnc3)cc2)c1
    -11.1, -7.6, 2.0, -10.3, -0.7, -4.0, 95.0, 1.4, 0.0, -0.5
CC(C(=O)NC1CCCC1)N(C(=O)c1ccc(-c2ccccc2)[nH]1)c1ccccc1F (centres undefined)
    14.7, -8.2, 53.7, -6.1, -0.5, -5.5, 97.0, 14.3, -0.2, 0.4
CCOC(=O)c1csc(NC(=O)CN2CCCCC2)n1
    7.7, 4.4, 31.8, 3.0, -0.2, -19.6, 94.0, 0.9, 0.0, 0.7
O=C(Nc1ccc(F)cc1)C1CCCN(C2=NS(=O)(=O)c3ccccc32)C1 (centres undefined)
    -18.1, -5.3, 1.9, -4.6, 3.0, -6.2, 105.0, 11.9, -0.1, -0.5
COc1ccc(-n2c(SCC(=O)C(C)(C)C)nc3c(sc(=S)n3-c3ccccc3)c2=O)c(OC)c1
    -3.6, 2.1, -19.4, 0.6, -6.7, -17.8, 98.0, -0.4, 0.0, 1.9
COc1ccccc1-c1c(C)oc2c(CN3CCCC(C)C3)c(O)ccc2c1=O (centres undefined)
    -8.1, 1.8, 25.7, 7.4, 0.6, -4.1, 99.0, -1.5, -0.1, -0.1
Cn1c(SCC(=O)NCc2ccccc2)nc2ccccc21
    13.0, 3.1, 2.6, 1.9, 0.1, -3.6, 97.0, -1.7, 1.7, -0.7
O=C(Nc1ccc(F)cc1)c1cnc(-c2ccccc2)nc1-c1ccccc1
    -13.1, 0.0, -1.8, -1.0, 7.2, -6.7, 90.0, -2.9, 0.5, -2.1
Cc1noc(C)c1NC(=O)N1CCN(Cc2ccccc2)CC1
    4.4, 3.8, -2.0, -3.2, 1.1, -20.6, 90.0, 8.1, -0.1, 0.9
O=C1C2C3C=CC(C4CC34)C2C(=O)N1c1cc(Cl)ccn1 (centres undefined)
    0.5, 6.1, -4.9, -6.3, 0.5, -18.7, 95.0, 6.5, 0.0, -0.7
CCN1C(=O)C2(C(C#N)=C(N)Oc3n[nH]c(C(C)C)c32)c2ccccc21 (centres undefined)
    22.4, 3.4, -1.1, 9.8, -1.0, -4.6, 94.0, 4.1, -0.2, 0.5
c1ccc(-n2nnnc2Oc2ccc(-c3nnco3)cc2)cc1
    -6.2, 0.4, -3.0, -7.5, -3.1, 11.9, 94.0, 3.6, 0.3, -0.8
O=C(N/C=C/c1ccco1)NCc1ccccc1
    -11.2, 6.4, -2.0, 14.8, 1.9, -4.3, 97.0, 4.3, 0.4, -0.9
CC(C)NC(=O)C(=O)NCC(c1ccc2c(c1)OCO2)N1CCOCC1 (centres undefined)
    -1.7, 5.0, 4.2, 1.6, 1.3, -16.5, 106.0, 1.4, 0.0, 0.8

Part of the list above in order of count of non-hydrogen atoms, high to low:
Results follow in this order: Vif imaging, HTR2A ag, Exocytosis inh, PDI inh, N-glyco inh, CaV13 FRET inh, ABCB6 inh 2, Cardio protect, aDG glyco act, hiPSC survival
COc1ccc(-n2c(SCC(=O)C(C)(C)C)nc3c(sc(=S)n3-c3ccccc3)c2=O)c(OC)c1
    -3.6, 2.1, -19.4, 0.6, -6.7, -17.8, 98.0, -0.4, 0.0, 1.9
CCOc1ccc(C(=O)CCC(=O)NCC(=O)OCc2ccccc2)cc1OCC
    -10.1, 10.0, -18.0, 1.8, 0.4, -4.8, 109.0, -0.8, 0.0, -0.5
O=C(Nc1ccc(F)cc1)C1CCCN(C2=NS(=O)(=O)c3ccccc32)C1 (centres undefined)
    -18.1, -5.3, 1.9, -4.6, 3.0, -6.2, 105.0, 11.9, -0.1, -0.5

Continuation:
Results follow in this order: Vif imaging, HTR2A ag, Exocytosis inh, PDI inh, N-glyco inh, CaV13 FRET inh, ABCB6 inh 2, Cardio protect, aDG glyco act, hiPSC survival
O=C(CSc1cn(CC(=O)N2CCCCCC2)c2ccccc12)NCC1CCCO1 (centres undefined)
    12.7, 7.2, -2.7, -4.3, 2.6, -6.6, 96.0, -5.1, 0.0, 0.2
COc1ccccc1CNC(=O)c1cnc2ccccn2c1=O
    ., 6.6, -0.6, 8.6, 2.7, -7.3, 106.0, 15.8, -0.1, -0.7
O=c1c2ccccc2nnn1CSc1nnc(COc2ccc(Cl)cc2)n1Cc1ccco1
    -12.9, 0.2, 2.3, 3.7, -4.0, -3.9, 94.0, -4.6, 0.1, -1.2
C=CCn1c(-c2cccnc2Cl)nc2cc(Cl)c(Cl)cc21
    -5.0, -0.7, 1.8, 0.3, 4.6, -4.4, 101.0, 1.9, 0.1, 2.2
CCCC(C)C(=O)NCc1ccccc1OC (centres undefined)
    8.6, -1.3, 3.2, 6.5, 0.2, -4.5, 97.0, 7.8, -0.1, -2.0
COc1cc2c(cc1OC)-c1cc(NC3CCCCC3)nc(=O)n1CC2
    -13.3, 6.2, -11.0, 28.8, -1.2, -5.5, 109.0, 11.1, -0.3, 3.0
CN(C)C(=O)/C(=C/c1cn(-c2ccccc2)nc1-c1cccc([N+](=O)[O-])c1)NC(=O)c1ccccc1
    -3.3, 1.1, -3.9, 2.4, -0.2, -2.7, 95.0, 0.6, -0.1, 1.2
COc1ccc(NC(=O)c2cc(C3CCCCN3S(C)(=O)=O)on2)c(C)c1 (centres undefined)
    -11.4, 7.9, -2.7, 2.8, 3.1, -4.0, 100.0, -3.0, -0.5, -2.2
CC1CCN(C(=O)COC(=O)c2ccccc2NCCO)CC1
    10.7, 3.6, -4.6, -3.1, -0.1, -3.7, 95.0, -2.6, -0.1, 3.7
Cc1c(O)c2ccccc2oc1=O
    0.0, 3.9, -1.0, -17.4, 2.2, -3.1, 96.0, 5.8, -0.1, 1.2
CC(=O)c1cccc(S(=O)(=O)N2CCN(c3ccccc3F)CC2)c1
    0.4, 3.4, 1.3, -7.2, 0.3, -8.5, 101.0, -2.9, 0.1, 0.4
CN1CCc2c(sc(NC(=O)c3ccc(S(=O)(=O)N4CCCCCC4)cc3)c2C(N)=O)C1
    i, 3.8, -1.8, -2.6, 9.9, ., 115.0, 1.3, 32.6*, 2.4
COC(=O)N(C)C[C@@H]1OCc2cnnn2CCCC(=O)N([C@@H](C)CO)C[C@H]1C
    -1.4, -0.4, 0.8, -12.2, 0.0, -5.8, 95.0, 8.6, 1.2, 6.0
CCC(c1nnnn1Cc1ccco1)N1CCN(C(=O)c2ccco2)CC1 (centres undefined)
    -4.1, 7.2, -1.3, -1.8, 0.5, -5.0, 149.0, 0.8, -0.2, -4.0
O=C(OCc1nc2ccsc2c(=O)[nH]1)c1cccc(S(=O)(=O)N2CCOCC2)c1
    3.7, -0.2, 1.3, -2.7, 2.8, -5.1, 98.0, 6.5, 0.0, 1.1
C=C1CCC2C(C)(C(=O)O)CCCC2(C)C1CCC(CO)CCO (centres undefined)
    3.7, -2.6, 0.4, ., 0.3, ., 100.0, 1.9, -0.3, -5.4
CCN(CC)S(=O)(=O)c1ccc2[nH]c(=O)cc(C(=O)NCC3CCCO3)c2c1 (centres undefined)
    -4.3, -6.0, -1.3, 1.8, 0.7, -5.5, 97.0, 2.4, 0.0, 0.2
CC(=O)OCCOc1nc(N(C)C)nc(N(C)C)n1
    -15.6, -0.8, 6.2, 8.2, 1.9, -5.2, 95.0, -3.2, 0.1, -0.1
CCCSc1nnc2n(C)c(=O)c3c4c(sc3n12)CCC4
    -21.6, -2.0, -1.1, -1.7, 1.7, ., 88.0, -0.1, 0.3, -0.5
Cc1ccc(C(=O)OCc2c(C)noc2C)cc1NC(=O)c1ccco1
    -3.3, 2.0, -1.4, 6.8, -1.0, -4.7, 103.0, 2.5, 0.1, 7.8
O=S(=O)(NCc1ccc2c(c1)OCO2)c1cccc2cccnc12
    6.3, 2.4, 1.4, 3.3, -0.3, -5.7, 95.0, -1.0, 0.1, -1.6
CCOc1cccc(C(=O)Nc2ccccc2C(=O)N2CCN(C)CC2)c1
    0.1, -3.0, 0.4, 2.9, 2.2, ., 92.0, 2.2, -0.2, -0.5
